# NTR1 agonist: agonists of NTR1, primary screen, imaging, U2OS cells, beta-arrestin-GFP, high content (AID 493036) | hit rate 0.17% among 330,000 | activation, % at 20 µM | P30989 | NTR1-U2OS beta-arrestin-GFP spot imaging, agonist mode;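 active means activation at or above 40% of the spot to cytoplasm intensity ratio, with at least 20 cells analyzed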;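 further: 0% = DMSO without peptide and 100% = 100 nM NTR1 peptide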
# Target sequence (P30989 whole entry, looked up): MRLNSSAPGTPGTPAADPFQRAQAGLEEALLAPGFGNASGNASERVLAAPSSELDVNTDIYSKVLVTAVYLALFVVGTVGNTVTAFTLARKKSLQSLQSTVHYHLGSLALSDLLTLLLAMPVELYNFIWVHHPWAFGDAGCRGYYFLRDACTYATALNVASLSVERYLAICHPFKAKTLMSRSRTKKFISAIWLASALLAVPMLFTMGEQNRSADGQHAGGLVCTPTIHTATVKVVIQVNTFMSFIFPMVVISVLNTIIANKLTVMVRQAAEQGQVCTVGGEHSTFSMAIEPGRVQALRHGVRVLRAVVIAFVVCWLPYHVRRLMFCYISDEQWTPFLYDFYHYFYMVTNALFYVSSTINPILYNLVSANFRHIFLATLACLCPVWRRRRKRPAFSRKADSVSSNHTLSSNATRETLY
# GPR35 arrestin U2OS: GPR35 antagonists blocking zaprinast-driven arrestin recruitment, primary screen, imaging, U2OS, beta-arrestin-GFP, zaprinast agonist (AID 2058) | inhibition, % at 10 µM; hits with a dose series show IC50 in µM | hit rate 0.052% among 290,000 | U2OS GPR35 beta-arrestin-GFP translocation imaging, zaprinast antagonism; higher % means a stronger effect;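 active means inhibition of at least 50% with at least 30 cells and total cytoplasm GFP at most 10,000,000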
# Salmonella PhoP GFP: PhoP-dependent GFP reporter repression – Salmonella Typhimurium, primary screen (AID 1863). S. Typhimurium PhoP-regulated promoter GFP reporter, 4 h; higher % means a stronger effect. inhibition, % at 50 µM, or IC50 in µM where a hit was titrated. hit rate 0.16% among 300,000;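 active means inhibition over 29.93%, a cutoff 3 SD above the screen mean, later confirmed by dose response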;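 further: 0% = low Mg2+ inducing control and 100% = high Mg2+ repressing control; strong numbers were not always called active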
# T cell modulator: T cell immune modulators affecting CD8 T cell-vesicle binding. calls only at 7 µM. AID 2052. hit rate 0.068% among 330,000. 2C CD8+ T cell-vesicle binding, flow cytometry; stronger effect = lower value;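 active means response, share of CD8 T cells binding vesicles, and their 90th percentile fluorescence all below set limits, cut at about 80% in these data, passing the limit was not always enough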
#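 Test system: purified 2C TCR transgenic mouse naive CD8+ T cells. Probe or stimulus: QL9-peptide-loaded Drosophila micro-vesicles bearing Ld, ICAM-1 and B7-1. Incubation: binding step 1.5 h, 37 °C, antibody labelling 20 min, ice. Measured by: flow cytometry of vesicle-bound cells.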
# KOR beta-arrestin-1: kappa opioid receptor blockers – cell-based, luminescence, uHTS (AID 1778). inhibition, % at 10 µM, or IC50 in µM where a hit was titrated. KOR beta-arrestin recruitment, luminescence, antagonist mode; higher % means a stronger effect. hit rate 0.091% among 290,000; in the data active means inhibition above about 50%; further: strong numbers were not always called active
# GPR55 antagonists: inhibition of LPI-stimulated GPR55 beta-arrestin translocation – imaging, U2OS, beta-arrestin-GFP, LPI agonist, primary screen (AID 2013) | U2OS GPR55 beta-arrestin-GFP translocation imaging, LPI antagonism; higher % means a stronger effect | inhibition, % at 10 µM; hits with a dose series show IC50 in µM | hit rate 0.13% among 290,000;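 active means spots per cell inhibited over 60%, with over 100 cells counted and total cytoplasm intensity under 500,000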;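 further: U2OS cells stably carrying GPR55 and arrestin-GFP stimulated by 5 µM LPI near EC80; imaged beta-arrestin-GFP aggregate spots per cell after agonist stimulation; plate controls were LPI-stimulated DMSO wells for no effect and DMSO wells without LPI for full effect; some results filed as inactive read as strong as hits; confirmed hits need IC50 under 10 µM and bright autofluorescent wells are also inconclusive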
# GPR55 activation: GPR55 agonists via beta-arrestin recruitment, primary screen, imaging, U2OS cells, beta-arrestin-GFP redistribution (AID 1961). hit rate 0.048% among 290,000. U2OS GPR55 beta-arrestin-GFP redistribution imaging; higher % means a stronger effect. activation, % at 10 µM; hits with a dose series show EC50 in µM;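 active means activation above 40% with more than 50 cells counted in the well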;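 further: U2OS osteosarcoma cells stably expressing GPR55 and beta-arrestin-GFP; plate controls were DMSO negative control for no effect and LPI positive control for full effect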
# West Nile antiviral: West Nile virus antiviral activity, cell-based, CPE readout (AID 1621). hit rate 0.02% among 290,000. West Nile virus-infected cells, CPE inhibition; higher % means a stronger effect. one-dose CPE inhibition, % at 10 µM; IC50 in µM for titrated hits; in the data active means a potency from the dose series; further: strong numbers were not always called active
# KOR beta-arrestin-2: kappa opioid receptor activators – cell-based, luminescence, uHTS, primary screen (AID 1777); hit rate 0.02% among 280,000; activation, % at 10 µM; hits with a dose series show EC50 in µM; KOR beta-arrestin recruitment, luminescence; higher % means a stronger effect; in the data active means activation above about 50%, passing the limit was not always enough; further: a part of the inactive calls stands beside numbers as strong as those of hits
# T cell modulator vesicle-bound %: also measured in T cell modulator; calls as there; double positive events, %; measured here: CD8+ vesicle-bound cell fraction;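 binding gate set so that unloaded-vesicle control wells show 10% double positive cells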
# NTR1 agonist cell count 20 µM: also measured in NTR1 agonist; calls as there; cell count; measured here: cell count, cytotoxicity flag
# Starred values were filed as active, the others as inactive; i = inactive; nt = not tested or not shown; [ ] = dose if it differs, or a comment.
SMILES,NTR1 agonist,NTR1 agonist cell count 20 µM,GPR35 arrestin U2OS,Salmonella PhoP GFP,T cell modulator,T cell modulator vesicle-bound %,KOR beta-arrestin-1,GPR55 antagonists,GPR55 activation,West Nile antiviral,KOR beta-arrestin-2
CN1CC(=O)N(CC(=O)Nc2ccc(SC(F)F)cc2)C1=O,-0.5,56,-12%,-4%,i,45,-24%,4%,-0.3%,0.2%,5.9%
CCCN(CCC)CCCNC(=O)c1cc2c(=O)[nH]c3ccccc3c2n1C,0.1,41,-5%,-2%,i,52,28%,2%,-0.4%,-0.4%,-3.0%
Cc1nc2ccc(OC(=O)c3ccccc3)cc2s1,2.0,64,3%,1%,i,59,-9%,-11%,-0.2%,-0.3%,-2.7%
CCN1CCN(C(=O)/C=C/c2ccc(OC)c(OC)c2)CC1,0.3,77,-1%,10%,i,53,16%,3%,-0.1%,0.0%,0.6%
CN1c2ccsc2/C(=N/Nc2ccccc2)CS1(=O)=O,1.0,75,1%,-5%,i,54,0%,-1%,-0.4%,-0.3%,0.7%
CC(C)CNC(=O)C(=O)NNC(=O)c1ccco1,0.5,66,-18%,-10%,i,53,4%,5%,0.2%,1.1%,-5.5%
CCC1(C)CC(c2csc(N)n2)CCO1 (centres undefined),3.7,73,-1%,2%,i,44,0%,19%,-0.2%,-0.5%,3.6%
CC(=O)Oc1ccc(S(=O)(=O)c2ccc(OC(C)=O)cc2)cc1,0.0,74,0%,12%,i,43,-18%,4%,0.0%,0.2%,8.2%
CCOC(=O)c1sc(N)nc1C(C)C,-1.3,50,-4%,6%,i,17,15%,14%,-0.3%,-0.1%,-0.6%
COc1ccc(C2c3c(ncn(Cc4ccco4)c3=N)Oc3ccc4ccccc4c32)cc1 (centres undefined),5.8,51,-3%,25%,i,51,10%,28%,0.6%,-0.4%,2.3%
O=C(O)c1cccc(NC(=O)c2cccc(S(=O)(=O)Nc3cccc([N+](=O)[O-])c3)c2)c1,0.5,69,3%,-5%,i,46,-31%[20 µM],-9%,-0.1%,0.3%,nt
CCOC(=O)Cc1cnc(N)s1,0.5,58,22%,-3%,i,50,7%,8%,0.1%,1.3%,-4.6%
Cc1cc(C)n(C(=O)c2cc3c(s2)CCCC3)n1,2.9,100,-8%,-1%,i,25,1%,-12%,-0.1%,0.9%,5.7%
CN(c1ncc(C(F)(F)F)cc1Cl)n1cc(C(=O)O)c2ccccc2c1=O,-3.5,78,-4%,-6%,i,48,-8%,14%,-0.1%,0.2%,-5.9%
C/C(=N\NC(=O)c1ccn(C)n1)c1cccc(NC(=O)c2ccncc2)c1,-0.4,76,3%,-2%,i,14,-47%,10%,0.5%,-0.1%,1.6%
Fc1ccc(N/N=C/c2ccncc2)c(F)c1,3.1,38,-2%,18%,i,41,7%,-6%,-0.2%,-0.8%,0.2%
COc1ccc(-c2oc3ccc(-c4ccc(OC)nc4)cc3c2C#CC2(O)CCCCC2)cc1,2.6,103,-9%,8%,i,25,-111%[20 µM],-18%,0.4%,-1.6%,10%
CC(C)(C)c1ccc(OCC(=O)N/N=C/c2ccc(N3CCOCC3)cc2)cc1,5.1,47,-3%,2%,i,33,28%,17%,-0.4%,-0.9%,5.9%
Cc1oc(-c2ccccc2Cl)nc1CN1CCCC1c1ccc(F)cc1 (centres undefined),2.1,67,-10%,-4%,i,63,-12%,23%,-0.2%,-0.7%,12%
COc1ccc(NC(=O)c2sc(=S)[nH]c2N)cc1,-0.9,50,-3%,-23%,i,46,-15%,3%,0.0%,-0.2%,1.8%
O=C(Cc1ccccc1)NCC(=O)N1CCc2ccccc2C1,0.0,93,-3%,-2%,i,22,11%,3%,-0.1%,-0.4%,-0.9%
CCC(=O)N1N=C2CC(C)(C)OCC2C1c1ccccc1 (centres undefined),1.1,38,0%,7%,i,56,-21%,-3%,0.1%,0.3%,8.1%
Cc1cc(NC(=O)C(C)SCC(=O)O)no1 (centres undefined),-0.4,65,10%,1%,i,51,2%,16%,-0.5%,-0.3%,0.0%
CCOCCCNc1ncc2c(n1)CC(c1ccc(C)cc1)CC2=O (centres undefined),0.0,50,12%,-13%,i,27,-2%,0%,-0.2%,-0.2%,-3.6%
Cc1sc2ncn(CC(=O)NCCCC(=O)N3CCC(C)CC3)c(=O)c2c1C,-1.0,59,-3%,5%,i,46,-12%,4%,0.2%,-0.6%,-6.5%
# (further entries)
SMILES,NTR1 agonist,NTR1 agonist cell count 20 µM,GPR35 arrestin U2OS,Salmonella PhoP GFP,T cell modulator,T cell modulator vesicle-bound %,KOR beta-arrestin-1,GPR55 antagonists,GPR55 activation,West Nile antiviral,KOR beta-arrestin-2
COc1ccccc1CNS(=O)(=O)c1c(C)[nH]c(C)c1C(=O)N1CCCC1,0.7,63,-5%,-14%,i,10,-2%,2%,-0.1%,-0.5%,-3.2%
O=C(COC(=O)c1cc(S(=O)(=O)N2CCOCC2)cs1)c1ccccc1,1.1,81,-10%,-2%,i,21,32%,1%,-0.1%,1.1%,-2.5%
Cc1ccc(-c2noc(=O)n2CC(=O)Nc2ccc(S(=O)(=O)NC3CC3)cc2)cc1,1.3,59,-11%,-5%,i,37,-49%,10%,0.0%,-0.2%,2.6%
C=C(C)CNC(=S)N/N=C(\C)c1ccc(OC)cc1,2.9,55,-18%,-5%,i,49,-8%,1%,0.0%,2.5%,-0.1%
CCN(CCCNC(=O)CNC(=O)Cn1cnc2ccccc2c1=O)c1ccccc1,0.2,48,-7%,-14%,i,51,1%,2%,0.2%,-0.2%,1.6%
COc1ccc(N(CC(=O)NCc2ccc3c(c2)OCO3)C(=O)CCC(=O)Nc2ccccn2)cc1,-2.7,70,5%,nt,i,40,-13%[20 µM],13%,0.1%,-0.7%,nt
CC(NC(c1ccccc1)c1ccccc1)C(=O)N1CCCc2ccccc21 (centres undefined),7.5,63,8%,-12%,i,40,4%,23%,0.2%,-1.1%,5.4%
CCOC(=O)CNC(=S)NN(C)C,-0.1,45,11%,-1%,i,23,12%,10%,1.3%,0.4%,2.8%
O=C(CNc1ccc(Br)cc1)c1ccccc1,2.7,59,-10%,-10%,i,46,3%,-6%,-0.1%,0.2%,0.4%
CCCCOc1ccc(-c2nnn(C(C)(C)C(=O)OC)n2)cc1,0.5,89,-2%,-5%,i,52,-2%,22%,0.2%,-0.3%,-0.7%
Cc1cc(NC2CCCCC2)nc(NCc2ccccc2)n1,7.7,97,-6%,6%,i,58,-66%,22%,-0.2%,-0.8%,4.6%
O=C(CC(=O)N/N=C/c1c(F)cccc1Cl)NCCc1ccccc1,1.6,67,2%,5%,i,52,-6%,2%,-0.1%,-0.3%,1.8%
CCOC(=O)c1c(C)[nH]c(C)c1S(=O)(=O)NCc1ccccc1C,0.2,61,-9%,6%,i,48,1%,-7%,-0.1%,-0.5%,-0.7%
CN(CCOC(=O)CN1C(=O)c2ccccc2C1=O)C1=NS(=O)(=O)c2ccccc21,0.0,53,1%,-4%,i,30,9%,5%,-0.2%,0.5%,-3.6%
CN(CC(=O)NC1CCCCCC1)S(=O)(=O)c1ccc(Br)cc1,-0.6,62,3%,8%,i,8,-33%,0%,-0.1%,-0.6%,8.3%
Cc1nc(C)c(CCNC(=O)c2ccccc2)s1,-0.3,72,2%,-7%,i,43,8%,9%,0.3%,-0.4%,0.4%
Cc1nc(NCCc2ccccc2)sc1C(=O)N(C)C,0.9,40,1%,-3%,i,17,-7%,3%,-0.3%,-0.4%,-1.8%
Cc1cc(OCc2nn[nH]n2)c2c(C)c(CC(=O)O)c(=O)oc2c1,-1.9,94,2%,-2%,i,42,12%,-3%,-0.2%,-0.3%,3.7%
COc1ccc(CCN(C(=O)/C=C/C(=O)O)C2CC(=O)N(c3ccccc3)C2=O)cc1 (centres undefined),4.3,20,5%,nt,i,35,-6%[20 µM],6%,-0.1%,-0.2%,nt
Cc1ccccc1CN1CCN(C(=O)c2cccc(F)c2)CC1,-2.0,67,1%,1%,i,56,22%,6%,0.2%,-0.2%,-2.7%
COc1ccc(NC(=O)c2oc3ccccc3c2NC(=O)COc2ccccc2OC)c(OC)c1,12,57,-4%,-7%,i,37,-86%,12%,-0.1%,1.7%,0.7%
Cc1cc([N+](=O)[O-])nn1CC(=O)NCCCN1CCOCC1,-2.0,54,-14%,0%,i,31,19%,-1%,0.2%,1.4%,-0.6%
CCC(C)[C@H]1CN=C(N)N1CCc1cc(C(F)(F)F)cc(C(F)(F)F)c1 (some centres undefined),-5.4,102,2%,-2%,i,11,18%,1%,-0.1%,1.2%,6.6%
COCCNC(=O)C(C)Oc1ccc(Cl)cc1Cl (centres undefined),2.7,58,5%,-9%,i,26,-9%,-4%,-0.2%,nt,0.0%
COc1ccc(NC(=O)COCC(=O)Nc2ccc(C)cc2)cc1,1.4,56,-10%,-6%,i,63,-18%[20 µM],12%,1.0%,-1.1%,1.6%

# Given tab-delimited: part of the list above
SMILES	NTR1 agonist	NTR1 agonist cell count 20 µM	GPR35 arrestin U2OS	Salmonella PhoP GFP	T cell modulator	T cell modulator vesicle-bound %	KOR beta-arrestin-1	GPR55 antagonists	GPR55 activation	West Nile antiviral	KOR beta-arrestin-2
C=C(C)CNC(=S)N/N=C(\C)c1ccc(OC)cc1	2.9	55	-18%	-5%	i	49	-8%	1%	0.0%	2.5%	-0.1%
Cc1ccc(-c2noc(=O)n2CC(=O)Nc2ccc(S(=O)(=O)NC3CC3)cc2)cc1	1.3	59	-11%	-5%	i	37	-49%	10%	0.0%	-0.2%	2.6%
Cc1cc([N+](=O)[O-])nn1CC(=O)NCCCN1CCOCC1	-2.0	54	-14%	0%	i	31	19%	-1%	0.2%	1.4%	-0.6%

# In the list so far, 4 contain a Cl atom.
SMILES,NTR1 agonist,NTR1 agonist cell count 20 µM,GPR35 arrestin U2OS,Salmonella PhoP GFP,T cell modulator,T cell modulator vesicle-bound %,KOR beta-arrestin-1,GPR55 antagonists,GPR55 activation,West Nile antiviral,KOR beta-arrestin-2
CN(c1ncc(C(F)(F)F)cc1Cl)n1cc(C(=O)O)c2ccccc2c1=O,-3.5,78,-4%,-6%,i,48,-8%,14%,-0.1%,0.2%,-5.9%
Cc1oc(-c2ccccc2Cl)nc1CN1CCCC1c1ccc(F)cc1 (centres undefined),2.1,67,-10%,-4%,i,63,-12%,23%,-0.2%,-0.7%,12%
O=C(CC(=O)N/N=C/c1c(F)cccc1Cl)NCCc1ccccc1,1.6,67,2%,5%,i,52,-6%,2%,-0.1%,-0.3%,1.8%
COCCNC(=O)C(C)Oc1ccc(Cl)cc1Cl (centres undefined),2.7,58,5%,-9%,i,26,-9%,-4%,-0.2%,nt,0.0%

# From PubChem BioAssay

# Rows were taken by chance. Share with any hit: about 0.62%.
